# Assay outcomes: PubChem, National Center for Advancing Translational Sciences (NCATS)
# Tb PGK inh – qHTS Assay to Find Inhibitors of Phosphoglycerate Kinase. Phosphoglycerate kinase, glycosomal (Trypanosoma brucei brucei), P07378. PGK/GAPDH coupled, Kinase-Glo luminescence, 60 min. Potency, µM (titrated, usually from 57.5 µM), inactives show top-dose activity change, negative = inhibition, most hits filed as inhibitors. hit rate 0.043% among 380,000; further: potency means the concentration at half of the fitted maximal effect; on the % scale 0 is the no-effect control and ±100 the full control effect; nearly all actives have a fitted effect of over 60% in size
#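 Recombinant glycosomal PGK reaction used 1,3-bisphosphoglycerate generated in-well by GAPDH (100nM final) in 100mM TEA pH 7.6, 5mM MgCl2, 0.01% Tween-20. After 60 minutes at room temperature, ATP was read by Kinase-Glo Plus luminescence end-point.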
# PI4K2A block – qHTS for small molecular inhibitors of PI4K2A; hit rate 0.13% among 420,000; purified PI4K2A, ADP-Glo luminescence, 1 h; active compounds read low; activity change, negative = inhibition, % at 76.9 µM; AID 1346378, 2018; Phosphatidylinositol 4-kinase type 2-alpha (Homo sapiens), Q9BTU6; in the data active means activity change below about -50%; inconclusive means mostly about -30% to -49%;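 further: -100% = wells without enzyme as full effect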
#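 In this quantitative HTS, ADP production by PI4K2A was quantified luminescently after 1 h at ambient temperature; 100 microM adenosine served as plate-quality control.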
# Pin1 inhibitor – qHTS Assay to Find Inhibitors of Pin1; Peptidyl-prolyl cis-trans isomerase NIMA-interacting 1 (Homo sapiens), Q13526; AID 504891, 2011; Potency, µM (top dose mostly 115 µM), inactives show top-dose activity, negative = inhibition, hits mostly inhibitors; hit rate 0.009% among 390,000; Pin1 FP peptide displacement, HiFluor488, 10 min; active means well fitted inhibition curve with a large enough effect in the polarisation, with a control signal flat, not every such curve was filed as active; inconclusive means small, poorly fitted or top-dose-only effect, or effect the other way, or a change in a side signal; inactive means no such curve, though single readings can be large or run the other way; the % refers to the polarisation; further: potency means the concentration at half of the fitted maximal effect; on the % scale 0 is the no-effect control and ±100 the full control effect
# G9a block – qHTS Assay for Inhibitors of Histone Lysine Methyltransferase G9a; G9a H3K9 monomethylation, AlphaScreen, 2 h; hit rate 8.8% among 350,000; Potency, µM (doses to about 102 µM), inactives show at the highest dose activity, negative = inhibition, most hits filed as inhibitors; Histone-lysine N-methyltransferase EHMT2 (Homo sapiens), Q96KQ7; further: potency means the concentration at half of the fitted maximal effect; on the % scale 0 is the no-effect control and ±100 the full control effect; nearly all actives have a fitted effect of over 75% in size
# Target sequence (Q96KQ7 913-1193 limits assumed): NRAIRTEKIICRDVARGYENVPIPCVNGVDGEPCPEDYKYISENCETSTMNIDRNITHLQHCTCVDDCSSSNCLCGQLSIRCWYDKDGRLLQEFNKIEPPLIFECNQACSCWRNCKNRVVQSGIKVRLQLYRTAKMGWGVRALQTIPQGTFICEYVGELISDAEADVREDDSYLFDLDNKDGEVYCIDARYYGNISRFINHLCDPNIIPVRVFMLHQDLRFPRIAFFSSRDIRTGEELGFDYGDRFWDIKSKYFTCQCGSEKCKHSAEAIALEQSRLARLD
#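 Using a bead-based AlphaScreen, monomethylated H3K9 product from 2 h room-temperature reactions (G9a 20 nM, peptide 500 nM, SAM 20 uM) was detected with 0.5 ug/mL rabbit anti-H3K9me1 antibody.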
# BAZ2B block – qHTS Assay for Inhibitors of BAZ2B; Bromodomain adjacent to zinc finger domain protein 2B (Homo sapiens), Q9UIF8; AlphaScreen BAZ2B-H3K14Ac peptide displacement; Potency, µM (series often up to 114 µM), for inactives: top-dose activity change, negative = inhibition, usual class: inhibitors; hit rate 4.4% among 360,000; further: potency means the concentration at half of the fitted maximal effect; on the % scale 0 is the no-effect control and ±100 the full control effect; nearly all actives have a fitted effect of over 60% in size
#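 AlphaScreen displacement: compounds (up to 110uM) incubated 30 min at room temperature with a preformed 50 nM BAZ2B/50 nM biotinylated H3K14Ac peptide complex in PBS pH 7.4 with Tween-20. Donor and acceptor beads at 10 ug/mL final added, 20 min light-protected before reading.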
# JMJD2A Tudor – qHTS Assay for Inhibitors of JMJD2A-Tudor Domain; AlphaScreen JMJD2A-Tudor / H3K4me3 peptide binding; Potency, µM (doses to about 114 µM), inactives show at the highest dose activity change, negative = inhibition, actives largely listed as inhibitors; hit rate 4.4% among 390,000; AID 504339, 2011; further: potency means the concentration at half of the fitted maximal effect; on the % scale 0 is the no-effect control and ±100 the full control effect; nearly all actives have a fitted effect of over 50% in size
# GLS inhibitor – qHTS for Inhibitors of Glutaminase (GLS); Glutaminase kidney isoform, mitochondrial (Homo sapiens), O94925; GLS enzymatic activity, qHTS titration; Potency, µM (top dose mostly 45.5 µM), inactives show top-dose activity change, negative = inhibition, hits mostly inhibitors; hit rate 0.21% among 410,000; further: potency means the concentration at half of the fitted maximal effect; on the % scale 0 is the no-effect control and ±100 the full control effect
#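 Enzyme dispensed in phosphate buffer (45 mM, pH 8.2, 0.02% Tween-20), compounds pinned in, then 1 mM L-glutamine solution and the glutamate oxidase–HRP–Amplex Red mix added; fluorescence read immediately and again after 30 min at room temperature.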
# HP1b chromo inh – HTS for Inhibitors of HP1-beta Chromodomain Interactions with Methylated Histone Tails; Chromobox protein homolog 1 (Homo sapiens), P83916; AlphaScreen HP1-beta / biotin-H3K9me3 peptide binding; Potency, µM (top dose mostly 114 µM), inactives show at the top dose activity change, negative = inhibition, hits mostly inhibitors; hit rate 0.56% among 390,000; further: potency means the concentration at half of the fitted maximal effect; nearly all actives have a fitted effect of over 70% in size; inactives centre near 23
#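 AlphaScreen: HP1-beta (50 nM) preformed 30 min with biotin-H3(1-18)K9me3 peptide (50 nM) in PBS pH 7.4, 0.01% Tween-20. Compound added for 30 min at RT, then streptavidin donor/nickel chelate acceptor beads (10 ug/mL) for 30 min.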
# Pol eta inh – qHTS for Inhibitors of Polymerase Eta. DNA polymerase eta (Homo sapiens), Q9Y253. recombinant Pol eta, fluorescent DNA replication assay. Potency, µM (series often up to 114 µM), for inactives: at the highest dose activity change, negative = inhibition, usual class: inhibitors. hit rate 1.2% among 390,000. AID 588591, 2011; further: potency means the concentration at half of the fitted maximal effect; on the % scale 0 is the no-effect control and ±100 the full control effect
# Target sequence (Q9Y253 whole entry, looked up): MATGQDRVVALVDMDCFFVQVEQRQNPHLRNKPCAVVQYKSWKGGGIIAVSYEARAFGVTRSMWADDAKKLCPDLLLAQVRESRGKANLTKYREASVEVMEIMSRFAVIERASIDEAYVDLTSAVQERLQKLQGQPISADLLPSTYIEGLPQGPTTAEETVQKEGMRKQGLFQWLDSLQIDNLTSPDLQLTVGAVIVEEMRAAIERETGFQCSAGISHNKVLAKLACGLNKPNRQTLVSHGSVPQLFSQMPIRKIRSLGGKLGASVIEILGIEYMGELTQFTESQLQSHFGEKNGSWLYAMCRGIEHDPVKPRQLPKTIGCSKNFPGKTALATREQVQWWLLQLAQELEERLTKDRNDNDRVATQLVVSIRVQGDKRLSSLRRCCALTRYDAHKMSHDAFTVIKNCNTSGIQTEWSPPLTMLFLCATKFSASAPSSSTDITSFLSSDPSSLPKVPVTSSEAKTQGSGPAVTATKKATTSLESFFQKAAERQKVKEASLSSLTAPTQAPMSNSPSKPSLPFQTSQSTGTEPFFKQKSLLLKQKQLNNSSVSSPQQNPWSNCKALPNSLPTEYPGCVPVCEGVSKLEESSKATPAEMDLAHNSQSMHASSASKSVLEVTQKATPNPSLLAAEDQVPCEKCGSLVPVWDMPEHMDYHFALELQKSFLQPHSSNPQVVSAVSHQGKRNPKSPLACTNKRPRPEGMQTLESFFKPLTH
#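 Pol eta (10 nM) was preincubated with compounds for 15 min at room temperature, after which fluorescent replication substrate (50 nM final) was added to start the reaction. Fluorescence was read kinetically at 0 and 10 min.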
# * hit, by the source's call; i = inactive; ? = inconclusive; nt = not tested or not shown; & = joins results of further samples; [ ] = remark or other dose. Unless noted, the call rests on the fitted dose curve; in most records, active means well fitted curve in the direction sought with a large enough effect; inconclusive means small, poorly fitted or top-dose-only effect, or another doubt; inactive means no such curve, though single readings can be large; an effect the other way counts as inactive or inconclusive. Only part of the results is shown; rates above refer to the full screens.
# Start of the listing, in advance:
item	smiles	Tb PGK inh	PI4K2A block	Pin1 inhibitor	G9a block	BAZ2B block
1	Cc1cc(C)c(C(=O)CSc2nnc(N)s2)cc1C	i	1	0%	?	-12%
2	C#CCOCCOCCOCCNc1nc(N2CCN(C(=O)[C@H](CCC(=O)O)n3cc(C(N)Cc4ccc(O)cc4)nn3)CC2)nc(N2CCN(C(=O)[C@H](Cc3cc4ccccc4[nH]3)n3cc(C(N)[C@H](C)CC)nn3)CC2)n1 (stereo not given in full)	-2%	-1	3%	4%[12.7 µM]	50µM*
3	CC1C(=O)N(Cc2cn(CCC3OCCCO3)nn2)CCS(=O)(=O)N1Cc1ccc(-c2ccc(F)nc2)cc1 (stereo not given)	i	-7	nt	nt	nt
4	COc1ccc(N2CCN(S(=O)(=O)c3cn(C)c(=O)n(C)c3=O)CC2)cc1	4%	7	-4%	nt	-13%

item	JMJD2A Tudor	GLS inhibitor	HP1b chromo inh	Pol eta inh
1	-9%[11.4 µM]	38%[activator]	3%	2%
2	45µM*	12%	15%	-6%
3	nt	1%	nt	-10%
4	-14%	33%[activator]	24%	2%

# Results, from the first entry:
item	smiles	Tb PGK inh	PI4K2A block	Pin1 inhibitor	G9a block	BAZ2B block
1	Cc1cc(C)c(C(=O)CSc2nnc(N)s2)cc1C	i	1	0%	?	-12%
2	C#CCOCCOCCOCCNc1nc(N2CCN(C(=O)[C@H](CCC(=O)O)n3cc(C(N)Cc4ccc(O)cc4)nn3)CC2)nc(N2CCN(C(=O)[C@H](Cc3cc4ccccc4[nH]3)n3cc(C(N)[C@H](C)CC)nn3)CC2)n1 (stereo not given in full)	-2%	-1	3%	4%[12.7 µM]	50µM*
3	CC1C(=O)N(Cc2cn(CCC3OCCCO3)nn2)CCS(=O)(=O)N1Cc1ccc(-c2ccc(F)nc2)cc1 (stereo not given)	i	-7	nt	nt	nt
4	COc1ccc(N2CCN(S(=O)(=O)c3cn(C)c(=O)n(C)c3=O)CC2)cc1	4%	7	-4%	nt	-13%
5	COc1ccccc1N1CCN(CC(O)c2ccccc2)CC1 (stereo not given)	-2%	-3	-3%	1%	-4%
6	O=C(CCN1CCCCCC1)Nc1ccc(F)c(F)c1	-10%	-5	-3%	-8%[59 µM]	-3%
7	Cc1ccccc1NC(=O)c1sc2nc3c(c(-c4ccco4)c2c1N)CCC3	-4%	-1	?	40µM*	-6%
8	CCCC(C)NC(=O)Cc1ccccc1[N+](=O)[O-] (stereo not given)	i	-1	0%	-11%[59 µM]	7%
9	COc1ccc(COC(=O)C2=C(C)NC(=O)NC2c2cccc(Br)c2)cc1 (stereo not given)	-5%	8	-1%	-12%[59 µM]	-10%
10	COc1ccc(CCN2C(=O)C3C4CC(C5C(C(=O)N/N=C\c6ccc(Cl)cc6)=NOC45)C3C2=O)cc1OC (stereo not given)	-8%	12	2%	-14%	3%
11	CCOCCCNC(=O)CC1Oc2ccc(C)cc2NC1=O (stereo not given)	-3%	-4	1%	?	3%
12	O=C(COC(=O)COc1ccccc1)Nc1ccc2c(c1)OCCO2	3%	3	1%	nt	nt
13	Nc1nnc(N2CCCCCC2)s1	0%	8	-9%	-16%[59 µM]	-14%
14	COC(=O)CC1Oc2ccccc2-n2cc(-c3ccccc3)nc21 (stereo not given)	1%	-2	0%	-1%[59 µM]	-32%
15	CCC(CC)C(=O)c1c[nH]c(C(=O)NCc2ccccc2OC)c1	-2%	-12	-8%	7%	-14%

item	JMJD2A Tudor	GLS inhibitor	HP1b chromo inh	Pol eta inh
1	-9%[11.4 µM]	38%[activator]	3%	2%
2	45µM*	12%	15%	-6%
3	nt	1%	nt	-10%
4	-14%	33%[activator]	24%	2%
5	-4%	16%	16%	-12%
6	-9%	37%[activator]	54%[activator]	3%
7	15%[11.4 µM]	-14%	82%[activator]	?
8	-3%	-1%	20%	-3%
9	-21%	-9%	30%	-32%
10	-11%	0%	30%[activator]	-10%
11	2%	-3%	56%[activator]	-14%
12	-12%	-6%	24%	-25%
13	-11%	13%	12%	-13%
14	-2%	8%	25%	-9%
15	-4%	-1%	7%	2%

# (list continues)
item	smiles	Tb PGK inh	PI4K2A block	Pin1 inhibitor	G9a block	BAZ2B block
16	Cc1c(F)cccc1NS(=O)(=O)c1ccc2c(c1)c(=O)n(C)c(=O)n2C	-2%	-17	-1%	26%	-4%
17	O=C1CC(N2CCN(C(c3ccccc3)c3ccccc3)CC2)C(=O)N1Cc1ccc(N2CCCC2=O)cc1 (stereo not given)	-4%	5	1%	-10%	?
18	Cc1ccc(S(=O)(=O)NNC(=O)c2cc3cc4ccccc4nc3s2)cc1	-1%	-5	4%	5%[0.0925 µM]	-29%
19	CN(C)c1ccc(-n2c(CCC(=O)O)ccc2-c2ccccc2)cc1	1%	-2	-13%	11µM*	28µM*
20	Cc1nn(CC(=O)Nc2ccc(C(=O)N3CCCCC3)cc2)c(=O)c2ccccc12	-1%	0	-1%	?	14%
21	CC1CCN(C(=O)COC(=O)c2ccc3ccccc3n2)CC1	i	3	1%	nt	nt
22	COc1cc(-c2ccno2)ccc1S(=O)(=O)N1CCN(c2ccc(F)cc2)CC1	-9%	-2	18%	-34%[59 µM]	-19%
23	O=C(NCc1nc2ccccc2[nH]1)C1=C[C@@H](c2ccc(C(F)(F)F)cc2)C[C@@H](OCCCCO)O1	-5%	-2	-10%	nt	nt
24	Cc1ccc(S(=O)Cc2nc(-c3ccc(C(=O)NCc4cccc(C)c4)cc3)oc2C)cc1 (stereo not given)	-1%	-3	1%	?	0%
25	O=C(Oc1ccc([N+](=O)[O-])cc1)c1cncc(Br)c1	9%	5	0%	?	-17%
26	CCOC(=O)N1CCC(Nc2cc(C)nc3c(-c4ccccc4OC)c(C)nn23)CC1	-8%	1	?	5%[59 µM]	1%
27	COc1ccc(OC)c(CNC(=O)C2CCN(S(=O)(=O)c3ccc4[nH]c(=O)oc4c3)CC2)c1	-8%	-1	-7%	7%[59 µM]	-14%
28	COc1ccc(Cl)cc1-n1c(=S)sc2c(=O)n(-c3ccc(F)cc3)c(SCC(=O)O)nc21	-19%	1	-4%	28µM*	-6%
29	COc1ccc(Nc2nc(N3CCOCC3)nc(N3CCOCC3)n2)c(OC)c1	-2%	-3	6%	8%[0.501 µM]	-31%
30	Cc1ccc(S(=O)(=O)NCC(C)n2nc(C)cc2C)cc1 (stereo not given)	0%	3	?	17%[59 µM]	8%

item	JMJD2A Tudor	GLS inhibitor	HP1b chromo inh	Pol eta inh
16	0%	3%	18%	-8%
17	4%	nt	34%	-5%
18	-31%	27%	18%	1%
19	50µM*	16%	?	-13%
20	-10%	-4%	19%	-6%
21	-23%	0%	26%	-10%
22	-24%	10%	15%	-14%
23	-25%	4%	29%	-13%
24	1%	-6%	40%	-11%
25	-17%	17%	53%[activator]	-8%
26	-21%	9%	19%	-12%
27	-29%	2%	-2%	-18%
28	-11%	6%	-15%	-21%
29	-35%	1%	17%	3%
30	-17%	-1%	-8%	3%

# Going on with the list:
item	smiles	Tb PGK inh	PI4K2A block	Pin1 inhibitor	G9a block	BAZ2B block
31	COc1ccccc1N(CC(=O)Nc1ccc2c(c1)OCO2)S(=O)(=O)c1ccccc1	-7%	11	5%	28µM*	56µM*
32	CC/C(=N\NC(=O)c1cc(C)nc2ccccc12)c1ccc(C)s1	-9%	-1	-5%	-7%[59 µM]	6%
33	Cc1nn(C)cc1NC(=O)c1nn(C)cc1[N+](=O)[O-]	i	3	-1%	5%[59 µM]	12%
34	COc1ccc(CCNC(=S)N2CCN(S(=O)(=O)c3ccc(F)cc3)CC2)cc1	-1%	0	-2%	-16%[0.501 µM]	0%
35	Cc1ccc(S(=O)(=O)CCC(=O)N2CCN(c3ccccc3O)CC2)cc1	2%	-3	10%	nt	nt
36	C[C@@]12C(=O)OC(=O)[C@]1(C)C1CCC2O1	1%	-4&0	-1%	-4%[59 µM]	12%
37	O=C(Nc1ccc(S(=O)(=O)N2CCc3ccccc3C2)cc1)C1CCCO1 (stereo not given)	-11%	-3	3%	2%[59 µM]	-29%
38	O=C(CC1Nc2ccccc2NC1=O)Nc1cc(Cl)cc(Cl)c1 (stereo not given)	-8%	-2	1%	-1%[12.7 µM]	8%
39	COc1cccc(OC)c1C(=O)Nc1ccccc1N1CCCCC1	i	-9	0%	5%	-29%
40	O=C(NCc1ccc2c(c1)CCN2C(=O)c1ccccc1)c1ccc(Br)o1	1%	0	6%	-7%[59 µM]	?

item	JMJD2A Tudor	GLS inhibitor	HP1b chromo inh	Pol eta inh
31	?	-2%	-4%	-15%
32	3%	?	53%[activator]	-21%
33	-28%	5%	9%	-17%
34	-1%	4%	5%	-20%
35	-9%	?	22%	0%
36	-4%	8%	8%	-3%
37	-18%	2%	17%	-10%
38	4%	-3%	91%[activator]	-12%
39	?	4%	-12%	-14%
40	-12%	-2%	10%	-1%
